# Screening data: PubChem, Broad Institute
# esBAF inh: Bmi1 luciferase reporter increase in mESCs, primary screen, esBAF inhibitor project, mouse ES cells, Bmi1 luciferase knock-in, single point. AID 602393, 2012. hit rate 2% among 350,000. 24 h; 100% = twice the neutral-well signal. reporter increase, % at 12.5 µM; in the data active = activation above about 40%;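 also: 0% = median of the plate's neutral control wells and 100% = double that signal; a rise in the Bmi1 reporter signal indicates esBAF inhibition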
# XiGFP reactiv: activators of inactive X chromosome reactivation, primary screen, imaging, XiGFP fibroblasts, GFP high-content imaging, set 2; AID 743238, 2013; XiGFP mouse fibroblasts, % GFP-positive cells imaging, 3 d; cells co-treated with 5-aza-dC sensitizer; scaled so ellipticine positive control = 100%; hit rate 0.055% among 360,000; activation, % at 7.58 µM;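 active = mean normalized replicate activation at least 10% and every replicate at or above 10%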;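 also: 0% = median of on-plate neutral control wells and 100% = ellipticine 6 µM median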
#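 System: 68-5-11 XiGFP fibroblast line; Timing: 3 days compound exposure; Compound dosing: one concentration, pinned; Benchmarks: positive control ellipticine, 6 µM final; Buffer or medium: DMEM containing 5-aza-dC.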
# RAD54 inh: inhibitors of human RAD54 branch migration, primary screen, biochemical, fluorescence, single point. DNA repair and recombination protein RAD54-like (Homo sapiens), Q92698. RAD54 Holliday junction branch migration, FAM/BHQ fluorescence. inhibition, % at 10.4 µM. hit rate 0.14% among 360,000. AID 602329, 2012;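 active = mean normalized replicate activity at least 40 and at least half of replicates scoring 40 or more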;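 also: 0% = median of neutral control wells and 100% = median of positive control wells; inhibitors cause a drop in the FAM fluorescence signal; in these data hits start at about 50%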
# E-selectin induc: E-selectin induction in HUVECs, primary screen, imaging, HUVEC, immunofluorescence imaging, single point; AID 686992, 2013; P16581; normalized: neutral wells 0, TNF-alpha wells 100; activation, % at 7.58 µM; hit rate 0.37% among 260,000;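 active = mean E-selectin-positive cell signal at least 10% of the positive control, reached in at least 60% of replicates, without over 20% cell loss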;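 also: in these data hits start at about 27%; measured in HUVEC primary endothelial cells; signal is the percent of cells scored E-selectin positive by PE staining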
# Target sequence (P16581 whole entry, looked up): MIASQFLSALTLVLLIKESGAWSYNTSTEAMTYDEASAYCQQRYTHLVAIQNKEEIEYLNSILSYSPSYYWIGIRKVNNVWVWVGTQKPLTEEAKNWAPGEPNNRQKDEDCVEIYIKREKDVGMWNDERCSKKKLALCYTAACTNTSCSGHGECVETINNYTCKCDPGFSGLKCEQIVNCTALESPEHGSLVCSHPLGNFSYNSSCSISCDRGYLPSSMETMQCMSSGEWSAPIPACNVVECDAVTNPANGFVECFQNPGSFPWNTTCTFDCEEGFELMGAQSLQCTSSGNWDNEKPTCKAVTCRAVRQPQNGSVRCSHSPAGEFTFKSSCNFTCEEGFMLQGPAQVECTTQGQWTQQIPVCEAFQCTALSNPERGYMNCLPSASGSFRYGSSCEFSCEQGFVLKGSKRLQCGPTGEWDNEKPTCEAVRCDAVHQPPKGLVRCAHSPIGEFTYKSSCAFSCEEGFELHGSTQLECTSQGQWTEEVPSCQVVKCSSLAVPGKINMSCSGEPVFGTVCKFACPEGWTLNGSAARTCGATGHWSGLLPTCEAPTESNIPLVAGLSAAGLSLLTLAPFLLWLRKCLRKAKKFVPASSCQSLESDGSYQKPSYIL
#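 Test system: HUVEC; input: 3,000 HUVEC/well; measured by: immunofluorescence imaging; read-out: % PE-positive cells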
# ERAP1 inh: human ERAP1 aminopeptidase inhibitors, primary screen, biochemical, single point, plate reader | inhibition, % at 10.7 µM | recombinant ERAP1, Leu-AMC fluorescence, 60 min | hit rate 0.15% among 340,000;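 active = mean replicate inhibition of at least 30%, or all replicates individually reaching that 30% level; inactive = mean below 30% and not every replicate reaching it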;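 also: 0% = neutral control wells and 100% = L-leucinethiol positive control wells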
# S100A4 MyoIIA: inhibitors of S100A4-myosin IIA peptide binding, primary screen, biochemical, fluorescence polarization, TAMRA-MyoIIA peptide. inhibition, % at 10.7 µM. hit rate 0.14% among 360,000;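 active = mean inhibition of at least 70% across replicates, with every replicate also reaching that level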
#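 System – human S100A4 monomer protein, biochemical binding assay · Buffer or medium – Calcium-containing HEPES buffer, pH 7.2 · Timing – 5 min between mix addition and reading · Also added – TAMRA-labelled myosin IIA heavy-chain peptide probe, 5 nM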
# RAD52 inh: RAD52 DNA annealing inhibitors, primary screen, biochemical, FRET, single point, set 2; hit rate 0.46% among 360,000; AID 651710, 2012; inhibition, % at 18.7 µM; recombinant RAD52 DNA annealing, FRET fluorescence;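 active = every replicate showing at least 50% inhibition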
# ERp5 inh: inhibitors of ERp5-driven insulin aggregation, primary screen, biochemical, turbidity, absorbance 650 nm, single point; 90 min; hit rate 0.05% among 350,000; AID 651711, 2012; Protein disulfide-isomerase A6 (Homo sapiens), Q15084; inhibition, % at 9.99 µM;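 active = mean replicate inhibition above about 25%, with every replicate also reaching it, limit read from the data, passing the limit was not always enough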
# Target sequence (Q15084 whole entry, looked up): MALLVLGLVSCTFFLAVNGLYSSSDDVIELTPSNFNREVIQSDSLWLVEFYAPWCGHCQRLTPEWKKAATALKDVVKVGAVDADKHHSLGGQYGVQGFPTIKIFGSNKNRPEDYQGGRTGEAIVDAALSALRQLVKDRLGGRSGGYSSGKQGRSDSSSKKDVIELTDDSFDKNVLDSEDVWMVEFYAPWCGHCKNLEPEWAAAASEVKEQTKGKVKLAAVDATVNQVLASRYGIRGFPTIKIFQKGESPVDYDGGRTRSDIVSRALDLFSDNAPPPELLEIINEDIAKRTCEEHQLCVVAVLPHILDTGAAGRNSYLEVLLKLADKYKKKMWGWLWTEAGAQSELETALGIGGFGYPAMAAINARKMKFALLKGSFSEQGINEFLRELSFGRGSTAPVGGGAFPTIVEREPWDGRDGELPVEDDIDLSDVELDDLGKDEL
# Numbers without * were called inactive; nt = not tested or not shown; & = joins results of further samples.
SMILES,esBAF inh,XiGFP reactiv,RAD54 inh,E-selectin induc,ERAP1 inh,S100A4 MyoIIA,RAD52 inh,ERp5 inh
O=S(=O)(N[C@@H]1CC[C@@H](CCNS(=O)(=O)c2ccccc2Cl)O[C@H]1CO)c1ccccc1,-5,0.1,0,-0.4,1,-16,-12,0
CCSc1nc2sc3c(c2c(=O)n1-c1ccccc1)CCN(C)C3,4,0.1,19,nt,-2,-9,-4,-4
O=c1cc(-c2ccccc2[N+](=O)[O-])oc2ccccc12,nt,0.3,nt,nt,0,3,-5,1
O=C1ON=C(c2ccc(Cl)c([N+](=O)[O-])c2)/C1=C/c1cccc([N+](=O)[O-])c1O,-3,0.0,-14,nt,99*,3,-7,-22
Cc1oc(-c2ccc(Cl)cc2)nc1CS(=O)CC(=O)NC1CCCC1 (configuration not stated),1,0.0,-16,nt,-1,2,1,5
O=C(NCc1ccc(Cl)cc1)C1CCN(S(=O)(=O)c2cc([N+](=O)[O-])ccc2Cl)CC1,nt,0.3,1,-4.9,0,-9,-10,-7
OC1(c2ccccc2)c2ccccc2-c2ncccc21 (configuration not stated),nt,-0.8,nt,0.6,2,-2,1,1
CCCCn1c(N)c(N(CC(C)C)C(=O)c2ccc(C)c(S(=O)(=O)N3CCCCC3)c2)c(=O)[nH]c1=O,-3,0.4,nt,nt,-6,-2,-19,4
COc1ccc(NC(=O)CN(C)C(=O)CCCc2nc3ccccc3c(=O)[nH]2)cc1,-8,0.1,4,-1.7,-1,6,-4,1
C[C@H](CO)N1C[C@H](C)[C@H](CN(C)C(=O)NC2CCCC2)Oc2cc(/C=C/c3ccccc3)ccc2S1(=O)=O,4,-0.2,-6,-4.3,1,-5,-3,-2
CC(C)CCNC(=O)CN(C(=O)CCC(=O)Nc1nccs1)c1ccc2c(c1)OCCO2,-35,0.1,-2,2.0,2,0,-13,0
O=C(NNc1ccccc1)Nc1ccccc1F,0,0.2,nt,nt,-2,4,-5,-16

# Individual results from the list:
# CC(C)CCNC(=O)CN(C(=O)CCC(=O)Nc1nccs1)c1ccc2c(c1)OCCO2 in ERp5 inh reads 0
# CCSc1nc2sc3c(c2c(=O)n1-c1ccccc1)CCN(C)C3 in ERp5 inh reads -4

# 4 compounds out of the list above, arranged by the value under ERp5 inh, descending.
molecule | ERp5 inh
COc1ccc(NC(=O)CN(C)C(=O)CCCc2nc3ccccc3c(=O)[nH]2)cc1 | 1
CCSc1nc2sc3c(c2c(=O)n1-c1ccccc1)CCN(C)C3 | -4
O=C(NCc1ccc(Cl)cc1)C1CCN(S(=O)(=O)c2cc([N+](=O)[O-])ccc2Cl)CC1 | -7
O=C1ON=C(c2ccc(Cl)c([N+](=O)[O-])c2)/C1=C/c1cccc([N+](=O)[O-])c1O | -22

# Additional results follow.
SMILES,esBAF inh,XiGFP reactiv,RAD54 inh,E-selectin induc,ERAP1 inh,S100A4 MyoIIA,RAD52 inh,ERp5 inh
O=S(=O)(Nc1cccc(-c2ccc(N3CCCCCC3)nn2)c1)c1ccc(F)cc1,56*,0.1,-5,nt,0,-3,-15,3
CC1=NN(c2ccc(C)c(C)c2)C(=O)/C1=C\C=C\c1ccc([N+](=O)[O-])o1,nt,0.0,nt,nt,4,-4,-14,2
CCOc1cc(OCC)cc(C(=O)N2CCC[C@H]2C(=O)N2CCC[C@H]2C(=O)NCc2cccc(OC)c2)c1,nt,0.0,nt,0.5,nt,-3,-24,-7
C[C@@H]1CN([C@H](C)CO)C(=O)c2cc(NC(=O)NC3CCCCC3)ccc2O[C@@H](C)CCCCO[C@H]1CN(C)Cc1ccc(C(=O)O)cc1,-1,0.2,-1,0.1,2,14,12,-6
Nc1cccc2c1C(=O)N(Cc1cccc(Cl)c1)C2=O,nt,0.0,nt,nt,-13,-4,-30,3
CCn1cc(C(=O)O)c(=O)c2cnc(N3CCN(C(=S)Nc4ccccc4)CC3)nc21,1,-0.2,-29,0.1,nt,-7,-10,8
O=C(CCNC(=O)c1ccc(Br)cc1)NCC(c1ccco1)N1CCCCC1 (configuration not stated),15,0.0,-4,3.3,-5,-6,-9,7
CCOc1ccccc1C=NNc1ccc([N+](=O)[O-])cn1,-6,0.0,7,1.4,1,-2,-183,-5
Cc1cc(S(=O)(=O)Cc2noc(-c3c(C)noc3C)n2)c(C)cc1Cl,nt,-0.1,nt,nt,0,6,-13,2
Cc1noc(C)c1NC(=O)N(C)C[C@@H]1OCCCC[C@@H](C)Oc2ccc(NS(=O)(=O)c3cccs3)cc2C(=O)N([C@H](C)CO)C[C@H]1C,-10,0.0,-4,-0.1,-1,13,-9,5
CO[C@H]1CN(C)C(=O)c2cc(NC(=O)C3CCC3)ccc2OC[C@H](C)N(CC2CCCCC2)C[C@@H]1C,6,0.0,1,-0.1,1,5,-2,-4
Oc1ccc2ccccc2c1CN1CCCCC1,1,0.0,4,0.1,4,-3,0,-2
C[C@H](CO)N1C[C@H](C)[C@@H](CN(C)C(=O)Nc2ccc3c(c2)OCO3)Oc2c(NC(=O)Nc3cccc4ccccc34)cccc2C1=O,5,0.0,5,0.0,-3,-15,-11,9
C[C@@H]1CN([C@@H](C)CO)C(=O)c2cc(NC(=O)Nc3ccc(C(F)(F)F)cc3)ccc2O[C@@H]1CN(C)C(=O)Nc1cccc2ccccc12,6,-0.2,4,0.6,nt,nt,nt,nt
CC1CCc2c(cnc3ncnn23)C1 (configuration not stated),nt,0.0,3,5.0,1,5,-11,2
COC(=O)COc1ccc(Oc2cc(C)nc(SC)n2)nn1,nt,nt,nt,nt,1,-1,-10,5
Cc1cc(C(=O)OCC(=O)Nc2cccc(S(=O)(=O)N(C)C)c2)c2ccccc2n1,-1,0.0,nt,nt,-2,-7,-19,1
CCOc1ccccc1OCC(=O)Nc1c(C)n(C)n(-c2ccccc2)c1=O,4,-0.1,14,nt,1,-3,-7,-6
CC(C)(c1ccccc1)c1ccc(OCC(O)CNC2CCN(Cc3ccccc3)CC2)cc1 (configuration not stated),-16,0.9,11,0.6,6,10,41,-2
COc1ccc(C(=O)NNC(=O)OC(C)(C)C)cc1,3,-0.2,nt,-0.1,nt,-4,-3,5
CCOC(=O)c1sc(NC(=O)c2ccco2)c(C#N)c1C,nt,0.2,-5,nt,3,15,-28,-3
CCC(C)(C)NC(=O)/C=C/c1ccccc1[N+](=O)[O-],nt,0.2,nt,3.8,3,0,-11,2
O=C(c1cccc(OC2CCN(C3CCCC3)CC2)c1)N1CCCCCCC1,nt,0.1,nt,nt,7,-4,-32,1
O=C(NCC(F)(F)F)[C@@H]1[C@@H](CO)[C@@H]2Cn3c(ccc(-c4ccncc4)c3=O)[C@@H]2N1Cc1ccncc1,3,0.0,-11,-0.2,-6,-16,-19,-1
C[C@H](CO)N1C[C@H](C)[C@@H](CN(C)C(=O)NC2CCCCC2)Oc2ccc(NS(C)(=O)=O)cc2C1=O,-2&0,-1.1&0.0,4&5,0.0,-1&5,-3&7,2&-11,3&0
O=c1oc2cccnc2n1CCS(=O)(=O)c1ccc(F)cc1,nt,0.2,nt,nt,-8,-2,0,2
CC(=O)c1c(-c2ccccc2)c2ccccc2[nH]c1=O,nt,0.0,nt,nt,0,0,-13,2
Cc1noc(C)c1S(=O)(=O)Nc1ccc2c(c1)C(=O)N([C@H](C)CO)C[C@H](C)[C@H](CN(C)Cc1ccc(C(F)(F)F)cc1)OCCCC[C@@H](C)O2,-2,-0.1,-9,0.0,0,-9,10,11
Cc1ccc(S(=O)(=O)N(CC(=O)NCc2cccnc2)C2CCCCC2)cc1,nt,0.0,nt,nt,0,16,-14,2
Cc1cc(NC(=S)N(CCN2CCOCC2)Cc2ccccc2F)ccc1Cl,-1,0.0,0,-0.9,-3,1,-12,2
Cc1ccc(S(=O)(=O)N2CCC3(CC2)OCCO3)s1,4,0.0,7,-1.0,-3,7,-5,-6
Cc1ccc(NC(=O)CN(C)C(C)C(=O)N2CC(C)CC(C)C2)cc1 (configuration not stated),7,0.2,-1,-0.6,-4,2,-14,3
CC(=O)Nc1ccc(NC(=O)C(C)OC(=O)CC2CCCC2)cc1 (configuration not stated),4,-0.1,nt,nt,3,-29,-19,10
CCC(=O)N1C[C@H]2[C@@H](c3ccccc31)[C@@H](CO)N2C(=O)CC,-1,0.3,12,0.0,-3,38,-4,1
C[C@H](CO)N1C[C@H](C)[C@@H](CN(C)S(C)(=O)=O)OCCCC[C@H](C)Oc2ccc(NC(=O)Nc3ccc(F)cc3)cc2C1=O,-2,0.0,4,0.3,nt,nt,nt,nt
CC(C)NC(=O)Nc1ccc2c(c1)C(=O)N([C@@H](C)CO)C[C@@H](C)[C@@H](CN(C)S(=O)(=O)c1ccccc1)OCCCC[C@H](C)O2,1,0.0,4,-0.1,-2,-1,5,-4
CC(C)(C)NC(=O)Cn1cnc2cc([N+](=O)[O-])ccc2c1=O,nt,-0.1,nt,-0.3,2,7,0,-6
Cc1cccc(CC(=O)N2CCC(N3CCC(C(=O)N4CCOCC4)CC3)CC2)c1,-1,-0.1,4,0.6,-2,-40,-26,-3
Cc1noc(C)c1NC(=O)Nc1ccc2c(c1)C(=O)N([C@@H](C)CO)C[C@H](C)[C@@H](CN(C)S(=O)(=O)c1ccc(Cl)cc1)OCCCC[C@@H](C)O2,3,0.4,-7,-0.1,13,-2,-13,-3
C/C=C/c1ccc([C@H]2[C@@H](CO)N(C(=O)C3CCCC3)C23CN(C(=O)NC(C)C)C3)cc1,nt,0.0,nt,0.3,-3,-5,-12,0
Cc1cccc(N(C(=O)Nc2ccc(Cl)cc2)C2=NCC(C)S2)n1 (configuration not stated),7,0.0,-1,1.2,-1,2,-9,2
COc1ccc(S(=O)(=O)N(C)C[C@@H]2OCCCC[C@@H](C)Oc3ccc(NC(=O)Nc4ccc5c(c4)OCO5)cc3C(=O)N([C@@H](C)CO)C[C@@H]2C)cc1,-1,0.2,-16,0.1,-1,11,-9,-5
C[C@@H](NC(=O)[C@@H]1Cc2ccccc2CN1)C(=O)Nc1ccc2c(c1)OCO2,17,nt,-9,nt,-1,7,-11,1
O=C(Cn1cncn1)c1ccccc1,nt,0.0,3,0.9,0,2,2,0
COc1ccc(N(C)S(=O)(=O)c2ccc3c(c2)NC(=O)CO3)c(OC)c1,-1,0.0,-28,0.1,0,2,-2,-1
CCN(CC)S(=O)(=O)c1cc(C)ccc1NC(=S)Nc1cccnc1,4,0.2,3,1.4,-3,-2,-55,2
O=C(NCCCn1ccnc1)C(=O)NC1CCCCC1,nt,0.0,nt,nt,3,-26,-31,0
Cc1ccc(NC(=O)Nc2ccc3c(c2)C(=O)N(C)[C@H]2CC[C@@H](CC(=O)O)O[C@@H]2CO3)cc1,14,-0.1,-21,0.2,0,2,-4,-3
COc1cccc(NC(=O)N2[C@H](CO)[C@@H](c3ccccc3)[C@H]2CNC(C)C)c1,-4,0.0,-1,-0.1,0,8,-35,-3
C/C=C/c1ccc2c(c1)O[C@@H](CN(C)C(=O)Nc1cc(F)ccc1F)[C@H](C)CN([C@@H](C)CO)S2(=O)=O,3,0.0,-14,-0.1,1,-37,-2,1
